RPL19A TOR yeast: alters RPL19A-GFP fluorescence in TOR pathway yeast screen. S. cerevisiae RPL19A-GFP strain, flow cytometry, 3 h; hits give low values. percent response vs DMSO, % at 10 µM. 330,000 compounds, 0.3% hits;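 active means percent response vs DMSO below 50%; inconclusive means fewer than 70 events counted for the yeast strain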;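 further: median channel GFP fluorescence of the barcoded RPL19A-GFP strain; ratio of sample median GFP to plate DMSO average so 100% = DMSO; lower means less RPL19A-GFP as with rapamycin TOR inhibition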
LAP4 TOR yeast: yeast TOR pathway LAP4-GFP modulation | S. cerevisiae LAP4-GFP multiplex, flow cytometry GFP, 3 h; median GFP as percent of DMSO wells | GFP response vs DMSO, % at 10 µM | 320,000 compounds, 0.34% hits | AID 2023;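 active means GFP response vs DMSO above a set limit, about the screen mean plus 3 SD, cut at about 150% in these data; inconclusive means under 70 cell events counted for the yeast strain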
CIT2 TOR yeast: yeast TOR pathway CIT2-GFP modulation; S. cerevisiae CIT2-GFP strain, flow cytometry, 3 h; 100 means same as DMSO wells; 320,000 compounds, 0.065% hits; GFP response vs DMSO, % at 10 µM;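 active means GFP response relative to DMSO above a set limit, near the screen mean plus 3 SD, cut at about 150% in these data; inconclusive means Fewer than 70 cells measured for a yeast strain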;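 further: ratio of well median GFP fluorescence to mean of DMSO wells on the plate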
AHR activator: human AHR activation; P35869; AHR-responsive luciferase reporter cells, luminescence; activation, % at 5 µM; 320,000 compounds, 2.5% hits; in the data active means activation above about 47%;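 further: 0% = vehicle wells and 100% = reference agonist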
Target sequence (P35869 whole entry, looked up): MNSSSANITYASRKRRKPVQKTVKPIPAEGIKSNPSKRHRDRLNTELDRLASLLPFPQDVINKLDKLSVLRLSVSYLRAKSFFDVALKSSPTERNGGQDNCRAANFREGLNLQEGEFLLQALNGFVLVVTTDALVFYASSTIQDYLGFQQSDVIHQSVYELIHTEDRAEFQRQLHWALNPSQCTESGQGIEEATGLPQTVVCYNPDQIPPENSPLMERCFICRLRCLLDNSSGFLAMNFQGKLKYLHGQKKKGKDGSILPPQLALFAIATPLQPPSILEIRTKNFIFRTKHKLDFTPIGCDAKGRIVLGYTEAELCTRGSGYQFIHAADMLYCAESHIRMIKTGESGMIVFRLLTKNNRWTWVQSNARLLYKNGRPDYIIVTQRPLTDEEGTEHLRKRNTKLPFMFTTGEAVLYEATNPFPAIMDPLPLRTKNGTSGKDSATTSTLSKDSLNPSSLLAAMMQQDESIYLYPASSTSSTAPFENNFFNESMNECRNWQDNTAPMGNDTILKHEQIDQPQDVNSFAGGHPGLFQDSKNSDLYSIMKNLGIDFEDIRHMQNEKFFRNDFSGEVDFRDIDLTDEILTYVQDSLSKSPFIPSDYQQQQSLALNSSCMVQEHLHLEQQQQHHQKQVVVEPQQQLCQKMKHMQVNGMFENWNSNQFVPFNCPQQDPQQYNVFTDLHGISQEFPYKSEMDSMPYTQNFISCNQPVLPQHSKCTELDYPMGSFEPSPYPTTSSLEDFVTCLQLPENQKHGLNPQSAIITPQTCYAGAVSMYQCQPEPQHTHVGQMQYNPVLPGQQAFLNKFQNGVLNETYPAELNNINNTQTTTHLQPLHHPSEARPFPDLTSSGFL
Yeast superoxide: yeast age-related superoxide inhibition as caloric restriction mimetic. S. cerevisiae aged cells, superoxide DHE fluorescence; hits give low values. superoxide response (% of plate mean), % at 10 µM. AID 2690. 330,000 compounds, 0.18% hits;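 active means superoxide response under a set limit, about three screen SD below normal, cut at about 65% in these data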;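 further: yeast aged for seven days with compound at 30 °C before DHE staining; 100% = average MFI of all compound-treated wells on the plate with controls excluded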
Efflux pump mplx: blocks antifungal efflux pumps in multiplex yeast assay. AID 485275. 330,000 compounds, 0.44% hits. S. cerevisiae Candida pump triplex, Nile Red efflux. inhibition, % at 10 µM;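 active means plate passing quality check with inhibition over a set limit, or well fluorescence over plate mean plus 4 SD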;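 further: Nile Red retained in pooled yeast measured as flow cytometry median fluorescence; 0% = buffer negative control and 100% = Enniatin B positive control; higher means more Nile Red kept so more efflux inhibition; some compounds called inactive have numbers as strong as hits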
AGP1 TOR yeast: modulators of TOR pathway AGP1-GFP in S. cerevisiae; 320,000 compounds, 0.02% hits; GFP response vs DMSO, % at 10 µM; AID 2066; S. cerevisiae AGP1-GFP multiplex flow cytometry, 3 h; GFP as percent of DMSO wells;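 active means GFP response relative to DMSO above a set limit, near screen average plus 3 SD, cut at about 150% in these data; inconclusive means fewer than 70 cells counted for the yeast strain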;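 further: median GFP channel fluorescence of the gated AGP1 strain per well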
MEP2 TOR yeast: modulators of TOR pathway MEP2-GFP in S. cerevisiae; 330,000 compounds, 0.51% hits; AID 2016; GFP response vs DMSO, % at 10 µM; S. cerevisiae MEP2-GFP strain, flow cytometry GFP, 3 h; 100% = DMSO control level;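 active means GFP response versus DMSO above a set limit, roughly screen mean plus 3 SD, cut at about 180% in these data; inconclusive means fewer than 70 cells counted for a yeast strain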;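 further: median GFP fluorescence of the barcode-gated MEP2-GFP cells per well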
* = called active by the depositor; ? = inconclusive; · = no result given; [ ] = remark or other dose.

Structure	RPL19A TOR yeast	LAP4 TOR yeast	CIT2 TOR yeast	AHR activator	Yeast superoxide	Efflux pump mplx	AGP1 TOR yeast	MEP2 TOR yeast
CN(C)S(=O)(=O)c1ccc(C(=O)NCc2nnc(SCC(=O)NCc3ccco3)o2)cc1	100[may fluoresce green]	91[may fluoresce green]	103[may fluoresce green]	-1	106	-0.1	102[may fluoresce green]	101[may fluoresce green]
COCCC(=O)Nc1ccc2c(c1)CN(C(=O)c1ccc(CSC)o1)CC2	104	90	101	9	105	-0.1	102	107
CC(=O)Oc1cccc(C(=O)Nc2ccc3c(c2)C(=O)N(CC2CCCO2)C3=O)c1 (stereo not drawn)	113	66	101	·	110	0.1	92	102
O=C(NC1CCCCCC1)c1ccc(CS(=O)Cc2cccc(Cl)c2)o1 (stereo not drawn)	101	110	103	3	95	0.0	105	105
COCCNC(=O)CSc1nc2ccc(N3CCOCC3)cc2c(=O)n1CCc1ccccc1	101	110	101	73*	94	-0.1	99	106
CSCCC(NC(=O)c1ccccc1Cl)C(=O)NNC(=O)c1csc(N2CCOCC2)n1 (stereo not drawn)	103	103	93	0	95	0.2	107	107
O=C(CN1CCN(S(=O)(=O)c2ccccc2)CC1)Nc1ccc([N+](=O)[O-])cc1	106	96	101	0	89	0.3	100	110
Cc1ccc(/C=N/NC(=O)CSc2nnc(-c3ccc(Cl)cc3)n2-c2ccc(Cl)cc2)o1	101	87	91	28	93	0.2	89	95
CCC(=O)N(c1nnc(SCC(=O)NN2C(=O)NC3(CCC(C)CC3)C2=O)s1)C1CC1 (stereo not drawn)	97	101	108	1	99	-0.2	99	99
C=CCN(Cc1ccc(Cl)s1)C(=O)c1ccc(F)c(S(=O)(=O)N2CCOCC2)c1	89	135	89	0	87	0.0	115	99
CCOC(=O)c1c(NC(=O)c2c(Br)cnn2C)c(C#N)nn1-c1ccccc1	102	104	109	9	117	-0.1	103	106
COc1ccccc1N(C)S(=O)(=O)c1ccc(C)c(C(=O)Nc2nccs2)c1	91	95	89	8	101	0.0	98	91
CC(C)c1ccc(/C=C/C(=O)NC(=S)Nc2ccc(CN3CCOCC3)cc2)cc1	95	108	94	4	61*	0.1	93	97
CCC(C)n1cnc2c(c1=O)c1nc3ccccc3nc1n2Cc1ccc(OC)cc1 (stereo not drawn)	101	99	114	0	86	70*	104	104
COc1ccc(NC(=O)C(=O)NCCC2CCCCN2S(=O)(=O)c2ccccc2)cc1 (stereo not drawn)	95	102	109	1	95	0.1	104	106

3 compounds already listed, ordered by length of the SMILES, low to high:
Structure	RPL19A TOR yeast	LAP4 TOR yeast	CIT2 TOR yeast	AHR activator	Yeast superoxide	Efflux pump mplx	AGP1 TOR yeast	MEP2 TOR yeast
COCCC(=O)Nc1ccc2c(c1)CN(C(=O)c1ccc(CSC)o1)CC2	104	90	101	9	105	-0.1	102	107
COc1ccccc1N(C)S(=O)(=O)c1ccc(C)c(C(=O)Nc2nccs2)c1	91	95	89	8	101	0.0	98	91
Cc1ccc(/C=N/NC(=O)CSc2nnc(-c3ccc(Cl)cc3)n2-c2ccc(Cl)cc2)o1	101	87	91	28	93	0.2	89	95

(next part)
Structure	RPL19A TOR yeast	LAP4 TOR yeast	CIT2 TOR yeast	AHR activator	Yeast superoxide	Efflux pump mplx	AGP1 TOR yeast	MEP2 TOR yeast
Cc1ccc(-n2ncc3c(SCC(=O)NNC(=O)C(C)C)ncnc32)cc1	103	91	104	3	96	0.0	97	110
O=C(OCC(=O)N1CCOCC1)c1ccc(Br)cc1	99	105	100	0	101	0.0	104	108
CN(C)C(=O)c1ccccc1Sc1cc(Cl)ccc1Cl	94	97	95	5	97	-0.1	99	95
C#CCOCCOCCOCCNc1nc(N2CCN(C(=O)[C@H](CCC(=O)O)n3cc(C(N)CO)nn3)CC2)nc(N2CCN(C(=O)[C@H](CCC(=O)O)n3cc(C(N)[C@H](C)CC)nn3)CC2)n1 (stereo partly drawn)	100	130	105	9	104	-0.2	94	93
CCc1ccccc1N(C(C)=O)c1nc(CCl)cs1	97	104	96	0	97	0.2	106	98
CCN(CC(=O)NCc1ccc(F)cc1)Cc1nc2ccccc2c(=O)[nH]1	101	103	93	6	114	0.1	98	99
Cc1ccc(S(=O)(=O)N/N=C/c2cccn2-c2ccc(Cl)cc2)cc1	102	106	105	1	102	-0.2	·	105
Fc1ccc(-c2n[nH]c(=S)n2Cc2ccccc2)cc1	101	95	97	0	120	0.1	101	100
CCC(=O)N1CCc2cc(S(=O)(=O)NCCC(=O)N3CCN(c4ccccc4)CC3)ccc21	100	99	109	3	120	0.8	100	101
CC(C)CC(=O)N1CCN(c2ccc([N+](=O)[O-])c(NCc3ccccc3)c2)CC1	100	101	97	48*	92	0.1	94	103
COc1cc2c(C#N)c(N3CCN(c4ccccc4OC)CC3)nc(N)c2c(N)n1	82	93	81	4	103	-0.2	84	79
CCN1CCN(c2nc3ccccc3nc2C(C#N)C(=O)OCc2ccccc2)CC1 (stereo not drawn)	?	?	?	19	102	0.5	?	?
O=C(CN1CCCCC1)Nc1cc(S(=O)(=O)N2CCOCC2)ccc1N1CCCC1	98	107	87	0	88	0.1	99	93
Cc1ccc(NC(=O)c2ccc([N+](=O)[O-])s2)cc1S(=O)(=O)N1CCOCC1	96	88	92	-3	108	-0.2	92	94
COc1ccc(Br)cc1/C=N/NC(=O)CN1CCCCC1	98	97	95	11	105	0.3	97	116
CC(NC(=O)c1ccc2c(c1)OCO2)C(c1cccs1)N1CCOCC1 (stereo not drawn)	94	89	98	5	108	0.0	93	93
COc1ccc(S(=O)(=O)NC2(C(F)(F)F)NC(=O)N(CCc3ccccc3)C2=O)cc1 (stereo not drawn)	97	97	102	2	87	-0.1	103	102
O=C(Cc1n[nH]c(=O)c2ccccc12)N1CCN(c2ccc(F)cc2)CC1	101	103	98	-1	95	-0.1	107	101
CC1CN(S(=O)(=O)c2cc(C(=O)N(CCc3ccccc3)Cc3ccccc3)ccc2Cl)CC(C)O1 (stereo not drawn)	108	119	109	4	134	-0.1	118	118
O=C(COc1ccc(Cl)cc1)NCc1ccncc1	93	98	93	1	95	0.1	94	94
Cc1nnc(SCC(=O)N2CC(=O)Nc3ccccc32)n1-c1ccccc1	95	87	103	2	101	-0.1	97	96
COC(=O)[C@H](CCSC)NC(=O)Nc1ccc(C)cc1	91	92	94	2	104	0.0	91	90
Cc1c(NC(=O)c2cc(C3CC3)on2)c(=O)n(-c2ccccc2)n1C	96	93	104	4	94	-0.1	103	102
CC(C)CN(C(=O)Cn1nnc(-c2ccc(F)cc2)n1)C1CCS(=O)(=O)C1 (stereo not drawn)	103	101	104	-2	103	-0.1	108	107
Cc1cc2oc(=O)cc(CN3CCN(Cc4ccc5c(c4)OCO5)CC3)c2cc1C	100	94	103	3	102	-0.1	102	96
Cc1oc2c(C)c(O)ccc2c(=O)c1N1C(=O)c2ccccc2C1=O	105	99	103	0	118	0.3	103	99
O=C(CCSc1ccc(Cl)cc1)Nc1cccnc1	109	100	104	4	99	-0.2	106	107
Cn1c(=O)c2c(nc(NCc3ccco3)n2CC(O)COc2ccccc2)n(C)c1=O (stereo not drawn)	98	96	94	5	109	0.1	97	98
COc1cc2c(cc1NC(=O)Nc1ccc(F)cc1)oc1ccccc12	103	94	101	66*	106	-0.1	99	94
CSc1ccc(Cl)c(C(=O)NCCOc2cc(C)ccc2C(C)C)c1	97	101	92	6	91	0.1	94	95
O=C(CN1CCCCC1)Nc1ccc(Br)cc1[N+](=O)[O-]	89	91	98	0	117	0.0	91	97
Cc1ccc(S(=O)(=O)NCCC(=O)NCc2ccc3c(c2)OCO3)cc1C	102	97	96	3	104	-0.2	100	100
O=C(O)CNC(=O)CCCn1nnc2ccccc2c1=O	94	97	97	2	108	-0.1	94	96
CC(C)[C@H](NS(=O)(=O)c1ccccc1F)C(=O)NC1CCCCC1	101	99	99	0	115	0.4	98	99
NC(=O)C(CC(=O)O)NC(=O)[C@@H]1CCCNc2c(I)cc([N+](=O)[O-])cc2C(=O)N[C@@H](CO)C(=O)N[C@@H](Cc2ccc(O)cc2)C(=O)N1 (stereo partly drawn)	103	130	107	-2	100	-0.2	94	99
CCN(CC)c1cc(C)c2cc(NC(=O)c3ccc(Br)o3)ccc2n1	59[may fluoresce violet]	?	?	15	105	-0.3	?	?
COc1cccc(C=Nc2ccc3c(c2)CCC3)c1O	103	96	103	1	102	-0.1	96	108
COc1ccc(/C=N/NC(=O)c2cc(C3CC3)[nH]n2)cc1OC	100	110	98	22	105	-0.1	110	99
CC(c1ccccc1)N(C)C(=O)CSc1nnc(C2CC2)n1C1CC1 (stereo not drawn)	96	108	96	-1	123	0.0	102	101
O=C(Cc1c(O)c2ccccc2[nH]c1=O)OC1CCCCC1	98	97	94	1	108	-0.1	97	97
O=C(NC12CC3CC(CC(C3)C1)C2)C1CC(=O)N(c2ccc(Br)cc2)C1 (stereo not drawn)	102	117	99	3	96	-0.1	111	111
C/C(CCc1ccc2c(c1)OCO2)=N\NC(=O)c1ccccc1Br	105	86	107	7	100	0.5	100	110
COC(=O)[C@H](CC(C)C)NC(=O)NC1CCCc2ccccc21 (stereo partly drawn)	91	96	97	3	97	0.1	98	103
CCN1CCn2c3c(c4cccc(C)c42)CCCC31 (stereo not drawn)	101	96	112	61*	103	-0.2	101	106
